Screening data from PubChem.
AddAB inh: less growth of phage-infected E. coli with AddAB | E. coli expressing H. pylori AddAB, absorbance growth | inhibition, % at 11.9 µM | actives 0.29% (n = 330,000) | AID 435030; in the data active means inhibition above about 12%;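 further: 0% = vehicle wells of infected cells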
PKA-R1A activ: activators of PKA-R1A complex | PKA-R1A dissociation, Cy5-IP20 fluorescence polarization; scaled: DMSO 0%, 113 µM cGMP 100% | activation, % at 11.4 µM | actives 0.083% (n = 340,000) | P00514+P68181;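 active means percent activation above the mean of all tested compounds plus 3 SD, cut at about 19% in these data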;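 further: higher means more PKAc released from R1A so a rise in polarization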
phage Ecoli inh: E. coli growth loss with phage present; growth absorbance; inhibition, % at 11.9 µM; actives 0.26% (n = 360,000); in the data active means inhibition above about 11%
OPRM1-OPRD1 inv: inverse agonist of human OPRM1-OPRD1 heterodimerization; P35372+P41143; cell-based MOR-DOR heterodimer luminescence, inverse agonism; inhibition, % at 9.3 µM; actives 0.21% (n = 340,000); in the data active means inhibition above about 22%, passing the limit was not always enough;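 further: 0% = cells with DMSO and 100% = wells without cells with DMSO; values of inactives mirror those of a sister screen read the other way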
HTR5A inv ag: HTR5A inverse agonism, opioid heterodimer counter-screen; actives 0.083% (n = 340,000); P47898; HTR5A cell line, luminescence; inhibition, % at 9.3 µM; in the data active means inhibition mostly above about 23%, no sharp cut-off; inactive means mostly below about 18%;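 further: 0% = cells with DMSO and 100% = no-cell wells with DMSO; some compounds called inactive have numbers as strong as hits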
Target sequence (P47898 whole entry, looked up): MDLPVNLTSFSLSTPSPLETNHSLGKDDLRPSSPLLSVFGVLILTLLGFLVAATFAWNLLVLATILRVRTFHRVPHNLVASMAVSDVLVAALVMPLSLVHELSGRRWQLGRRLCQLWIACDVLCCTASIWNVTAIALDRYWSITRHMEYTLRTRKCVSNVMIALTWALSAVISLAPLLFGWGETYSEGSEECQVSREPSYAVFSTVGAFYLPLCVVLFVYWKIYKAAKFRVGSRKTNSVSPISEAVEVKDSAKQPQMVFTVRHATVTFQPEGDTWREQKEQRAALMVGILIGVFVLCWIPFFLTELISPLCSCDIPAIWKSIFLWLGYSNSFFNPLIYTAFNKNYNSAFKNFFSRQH
DSG3 Ab inh: inhibitors of pemphigus antibody binding to human desmoglein-3 | P32926 | DSG3-coupled beads, scFv-anti-DSG3-GFP binding, flow cytometry; hits give low values | binding (percent of control), % at 10 µM | actives 0.48% (n = 310,000);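 active means binding more than 3 SD below its plate's average and above zero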;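 further: hits lower antibody fragment binding to DSG3; some compounds called inactive have numbers as strong as hits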
E coli growth: counter-screen for AddAB inhibitors: E. coli growth inhibition | E. coli V3065 growth, OD600 absorbance, 18 h | inhibition, % at 11.9 µM | actives 0.27% (n = 330,000) | AID 449728;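 active means inhibition above the campaign's mean inhibition across all tested compounds plus 3 SD, cut at about 9.9% in these data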;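 further: uninfected addAB+ strain grown without phage in ampicillin broth; 0% = DMSO wells and 100% = ciprofloxacin 0.95 µg/ml wells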
PfHsp90 set2: reduces growth (ATP signal) of yeast expressing P. falciparum Hsp90; S. cerevisiae expressing PfHsp90, BacTiter-Glo ATP, 48 h; yeast lacking PDR1 and PDR3 efflux regulators; inhibition, % at 9.4 µM; actives 0.32% (n = 310,000);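 active means every replicate shows inhibition above about 80%, whatever the replicate mean, limit read from the data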;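 further: 0% = DMSO neutral controls and 100% = 20 µM radicicol positive controls; yeast relying on Plasmodium falciparum Hsp90 in place of its own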
Mot1-301 SUMO: SUMOylation pathway inhibition by Mot1-301 growth rescue. actives 1% (n = 320,000). growth rescue, % at 18.8 µM. S. cerevisiae Mot1-301 growth rescue, ATP luminescence, 38.5C; percent above DMSO median, 100 means doubled. AID 2716;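 active means every valid replicate shows activation above 250% relative to neutral control wells; inactive means the rest, any valid replicate at or below 250%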;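 further: OY570 slx delta 5 strain wells were the positive control but not used for scaling; some compounds called inactive have numbers as strong as hits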
HTR5A ag: HTR5A agonism, opioid heterodimer counter-screen. P47898. HTR5A agonist assay, luminescence, cell-based. activation, % at 9.3 µM. actives 0.61% (n = 340,000). AID 504692; in the data active means activation mostly above about 9.5%, no sharp cut-off; inactive means mostly below about 7.6%;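 further: 0% = cells with vehicle only and 100% = reference agonist; strong numbers were not always called active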
OPRM1-OPRD1 ag: agonists of human mu-delta opioid receptor heterodimerization; activation, % at 9.3 µM; actives 0.3% (n = 340,000); AID 504326; cells, OPRM1-OPRD1 heterodimerization, luminescence; in the data active means activation above about 18%;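 further: 0% = vehicle-treated cells and 100% = reference agonist; values of inactives mirror those of a sister screen read the other way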
Active calls of the source: *; / = no result given; & = joins results of further samples.

SMILES	AddAB inh	PKA-R1A activ	phage Ecoli inh	OPRM1-OPRD1 inv	HTR5A inv ag	DSG3 Ab inh	E coli growth	PfHsp90 set2	Mot1-301 SUMO	HTR5A ag	OPRM1-OPRD1 ag
CC1C=CCC2C(=O)N(c3cccc(C(=O)NCCc4ccccc4)c3)C(=O)C12 (centres undefined)	-0.2	-12	2.2	4	-7	98	2.3	14	1	2	-0.9
Cc1cc(/C=C2/C(=N)N3C(c4ccccc4)=CSC3=NC2=O)c(C)n1-c1ccc(Cl)cc1	/	3	1.1	8	0	/	/	-6	/	0	-1.6
Cc1ccc(C(=O)C(C)OC(=O)Cn2c(C)csc2=O)cc1 (centres undefined)	4.2	-10	4.9	8	11	94	-0.4	-8	-3	0	-1.6
CC(C)(C)c1cc(Cl)ccc1OCCOCCN1CCCC1	0.2	-14	-2.5	9	2	119	-2.5	18	103	0	-1.8
O=C1c2cccc3c([N+](=O)[O-])ccc(c23)C(=O)N1CC1CCCO1 (centres undefined)	/	-9	5.7	-15	-10	82	/	0	/	4	2.9
CCOc1ccc(Oc2ccc(Cl)cc2NC(=O)C2=COCCO2)cc1	0.0	8	0.6	-1	7	100	0.3	-8	-6	-2	0.2
Cc1oc(-c2ccc3c(c2)OCCO3)cc1C(=O)O	1.0	-4	1.9	8	-18	98	-1.6	0	-46	5	-1.5
Cc1ccc(-c2nn3c(C)nnc3c3ccccc23)cc1S(=O)(=O)NC(C)(C)CO	1.4	-3	5.8	11	2	103	-1.6	-1	-9	-1	-2.1
CC(=O)Nc1nc(C)c(CCC2OCCO2)c(=O)[nH]1	2.1	-1	4.0	11	7	97	-0.9	-12	4	-2	-2.2
COc1ccc2c(C(=O)CN3CCN(CCO)CC3)c[nH]c2c1	2.8	3	0.1	12	4	109	3.0	-6	75	-1	-2.3
O=C1CSC(=S)N1N=Cc1cccc2ccccc12	/	-1	5.0	-23	-8	88	/	13	/	2	5.2
O=C(NNC(=O)c1cccs1)c1ccco1	4.7	4	3.0	8	1	108	0.8	4	-1	-1	-1.6
COc1ccc(NC(=O)C2CCC(CNc3c(N4CCCCC4)c(=O)c3=O)CC2)cc1OC (centres undefined)	3.4	-15&-1	1.1&2.5	-13&9	22&-16	102	0.3	0&-15	-18	-6&6	2.6&-1.7
O=C(CN1c2ccccc2Sc2ccccc21)NNC(=S)Nc1ccc(Cl)cc1	-0.2	1	3.4	24	11	103	3.1	-14	2	-6	-4.7
Cc1ccc(OCCCn2c(=O)sc3ccccc32)cc1	-0.4	-14	0.9	-12	-21	98	-3.5	-4	2	3	2.0
CCCCN(C(=O)c1cc(S(=O)(=O)N2CCCCCC2)ccc1OC)c1c(N)n(CCC)c(=O)[nH]c1=O	-1.2	-4	1.4	-30	3	106	0.0	/	17	7	4.6
CCCCNC(=O)OC(C)CNC(=O)OC (centres undefined)	1.8	-7	4.7	2	-15	102	1.8	2	/	-4	-0.3
O=c1c2sc3nc(N4CCOCC4)c4c(c3c2ncn1C(c1ccccc1)c1ccccc1)CCCC4	/	-1	0.1	12	5	78	/	2	/	-2	-2.3
Cc1cc(=O)oc2cc(OC(C)C)ccc12	6.8	-9	3.0	9	-7	97	2.7	11	1	1	-1.8
CCOC(=O)N1CCC(NC(=O)C2CCCN(Cc3nc(-c4cccc(C)c4)oc3C)C2)CC1 (centres undefined)	1.6	7	0.6	-8	-21	105	-2.1	-1	4	0	1.5
Cn1c(=O)c2c(nc(N3CCN(C(=O)c4ccco4)CC3)n2CCSc2ncccn2)n(C)c1=O	2.5	-14	0.5	16	-4	96	1.3	8	3	1	-3.3
O=C(Nc1ccc2c(c1)OCCO2)C1CCCC1	-0.1	12	2.9	9	27	103	3.2	21	-15	-11	-2.2
CN(C)CCCNC(=O)/C=C/c1ccc2c(c1)OCO2	2.1	1	3.5	11	-14	114	2.9	-37	-1	1	-2.1
COc1cccc2c1cc1c(=O)n(CC(=O)N3CCN(c4cccc(C)c4C)CC3)nc(C)n12	/	-4	-1.0	4	-2	129	/	0	/	1	-0.8
COc1ccc(C(CNC(=O)CNC(=O)c2ccccc2Cl)N2CCCC2)cc1 (centres undefined)	-1.4	-1	3.2	2	3	110	0.7	/	-11	-1	-0.4
CC(NC(=O)c1cc(S(=O)(=O)N2CCOCC2)ccc1F)c1ccc(-n2ccnc2)cc1 (centres undefined)	2.3	-2	1.2	20	-10	110	0.5	21	-3	-3	-5.4
Cc1cccc(C(=O)N2CCN(c3ccc(N4CCOCC4)nn3)CC2)c1	3.1	7	1.5	13	0	103	1.3	-45	3	3	-2.5
O=C(C[n+]1cc(-c2ccc(Cl)cc2)n2c1CCC2)Nc1nc(-c2ccccc2)cs1	-3.1	-10	-0.7	3	10	117	1.6	14	-25	-5	-0.6
O=C(COC(=O)C1CCN(c2ccc(C(F)(F)F)cn2)CC1)Nc1ccc(Cl)cc1	-0.5	-3	2.2	4	7	99	-3.4	/	-1	-3	-0.7
Cn1c(=O)n(CC(N)=O)c(=O)c2c1nc1n2CCCN1Cc1ccccc1	/	-6	2.4	9	5	96	/	0	57	-1	-1.6
CCNC(=S)N(CCc1c(C)[nH]c2ccc(Cl)cc12)Cc1cccnc1	-1.4	3	0.5	6	1	108	-1.4	-6	-4	0	-1.3
CSc1n[nH]c(-c2sccc2OCc2ccc(C)cc2)n1	-0.7	7	1.0	-10	7	104	-2.1	/	-6	1	1.9
CCOc1ccc2[nH]cc(S(=O)(=O)c3ccc(C)cc3)c(=O)c2c1	-0.5	-18	1.8	12	-8	96	-0.3	7	-15	3	-2.3
Cc1cc[n+](-c2[nH]c(=O)sc2/C=N/NC(=O)c2ccccc2[O-])cc1C	4.3	-5	1.0	6	10	103	-2.3	2	-17	-3	-1.1
COc1cccc(C(C#N)N2CCOCC2)c1 (centres undefined)	1.2	-1	3.0	12	-16	107	0.3	-6	-19	6	-2.2
Cc1occc1-c1nnc(SCC(=O)NC(C)(C)C)n1CC(C)C	2.4	13	1.8	12	-13	100	-1.7	18	-9	5	-2.5
Cc1ccc2oc(C(Cl)(Cl)Cl)cc(=O)c2c1	0.3	-9	2.8	-58	-19	93	-0.1	/	27	8	9.7
Cc1nnc(SCC(=O)NC2CCCCCC2)n1C	1.3	9	1.8	8	-3	/	-0.8	-8	-13	1	-1.6
COc1ccc(OC)c(S(=O)(=O)N2Cc3ccccc3CC2C(=O)Nc2nccs2)c1 (centres undefined)	3.1	-5	1.5	-28	-6	116	-0.4	0	-21	7	6.7
O=C(/C=C/c1ccccc1)Nc1ccc(N2CCCCC2)cc1	3.9	0	3.6	-3	-17	97	3.1	-23	30	7	0.6
CCc1ccc2[nH]c(=O)c(CN(CCO)C(=O)NCc3ccccc3)cc2c1	-0.3	1	2.7	10	-6	109	-1.4	-28	/	0	-1.7
Cc1ccc(N2CSC3=C(C#N)C(c4cccs4)CC(=O)N3C2)cc1 (centres undefined)	4.5	14	3.0	10	-4	99	-2.3	-15	12	-7	-1.6
CC1Cc2cc(S(=O)(=O)N3CCC(C(=O)Nc4ccccn4)CC3)ccc2N1C(=O)C1CCC1 (centres undefined)	0.5	-2	1.5	-1	5	105	-0.8	-41	-10	3	0.2
O=C1CCCN2N=C(SCC(=O)Nc3ccc(Cl)cc3)SC2=N1	4.9	10	3.5	5	-13	112	1.6	4	2	5	-1.0
Cc1ccc(S(=O)(=O)NNC(=O)C(=O)NNS(=O)(=O)c2ccc(C)cc2)cc1	-0.8	6	4.3	4	-4	84	-0.1	20	-7	2	-0.6
Cc1nc(NC(=O)CSc2nnc(-c3ccccc3)c(-c3ccccc3)n2)c(Cl)cc1Cl	1.6	1	0.6	2	-9	96	3.3	-25	-3	1	-0.3
O=C(COC(=O)CCNS(=O)(=O)c1ccc(Cl)cc1)NCc1ccco1	-0.1	-6	2.7	12	33	103	1.1	-4	-8	-1	-2.2
O=C1CCC(=O)N1CC(O)COc1ccccc1 (centres undefined)	-1.1	-3	-1.2	8	-2	91	-0.2	6	-3	0	-1.5
COc1ccc(CN(CC(=O)NC(C)C)C(=O)CCC(=O)Nc2nccs2)cc1	-1.7	-17	4.1	11	-9	112	-0.6	-7	-7	3	-2.0
COC(=O)C(C)Oc1ccc2c(-c3cccc([N+](=O)[O-])c3)cc(=O)oc2c1 (centres undefined)	-3.5	-6	1.9	7	-42	95	-3.6	-11	24	-1	-1.4
COC(=O)N/N=C\c1cccc(OC(=O)c2cccs2)c1	-0.3	/	5.0	/	/	100	-0.4	22	122	/	/
Cc1ccc(C)c(C(=O)C(C)Sc2nc3nn(-c4ccccc4)c(=O)c-3c3n2CCCCC3)c1 (centres undefined)	-2.5	-11	3.3	7	13	/	-0.2	-4	-18	2	-1.3
Cc1ccc(S(=O)(=O)NCc2ccc(C(=O)N3CCCC3)cc2)cc1	5.4	-4	1.0	2	-21	116	-0.2	-16	-1	5	-0.3
CCN1CCCC1CNC(=O)CCc1nc(-c2ccc(C)cc2)no1 (centres undefined)	3.7	5	1.9	9	-17	110	2.6	19	4	4	-2.1
O=C(Nc1cccc(O)c1)c1cccc(NC(=O)c2cccs2)c1	0.0	-7	5.3	-2	9	106	0.8	-24	0	4	0.3
COc1ccc(Cl)cc1NC(=O)COC(=O)CCCN1C(=O)c2ccccc2C1=O	2.2	5	2.0	-2	-11	/	-2.9	-2	6	-2	0.4
O=C(COc1ccc2ccccc2c1)Nc1ccncc1	1.4	2	3.8	-3	1	100	0.9	3	98	4	0.7
Cn1cccc1C(=O)/C(C#N)=C/c1ccc(F)cc1	1.3	-9	0.9	11	1	106	-2.6	-23	-1	0	-2.0
COc1ccc(NC(=O)CSc2nc(O)cc(=O)n2-c2ccccc2OC)cc1	-3.2	2	/	4	13	106	-3.2	-9	4	3	-0.7
Nc1n[nH]c(C2CC2)c1N=Nc1ccc(Cl)cc1	-3.5	/	3.4	/	/	98	-3.7	/	-5	/	/
(more compounds)
SMILES	AddAB inh	PKA-R1A activ	phage Ecoli inh	OPRM1-OPRD1 inv	HTR5A inv ag	DSG3 Ab inh	E coli growth	PfHsp90 set2	Mot1-301 SUMO	HTR5A ag	OPRM1-OPRD1 ag
O=C(O)COc1ccc(NC(=O)c2ccco2)cc1	-0.3	-3	1.5	-12	17	106	1.2	12	-8	-6	1.9
N#CC(=C1CCCC1)c1nc(-c2cc3ccccc3oc2=O)cs1	2.4	0	2.7	8	-12	98	-0.8	17	14	-1	-1.4
COc1ccc(OC)c(CCNC(=O)C2CCN(c3ncnc4c3nc3n4CCCCC3)CC2)c1	1.7	0	1.3	15	-7	/	-1.9	-6	1	1	-2.8
CCCCCCOc1ccc(OC(=O)c2cccnc2)cc1	2.4	-1	1.9	11	23	126	-2.1	-4	329*	3	-2.4
O=C(CCc1ccccc1)Nc1ccc(NC(=O)c2ccco2)cc1	2.3	-15	4.7	15	9	107	0.0	8	11	-3	-2.7
